Bioassay records from PubChem.
Peg3 promoter: Peg3 promoter-driven luciferase inhibitors, primary screen, cell-based, HeLa, luciferase luminescence; HeLa PEG-Prom luciferase reporter, overnight; inhibition, % at 20 µM; 360,000 compounds, 1.7% hits; AID 588405, 2011;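 active = inhibition of at least 50% at 20 µM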
KKLEB cytotox: cytotoxicity in KKLEB CF airway cells, primary screen, cytotoxicity control for CF NF-kB inhibitor project, cell-based, uHTS, fluorescence assay plates | KKLEB CF airway cells viability, ATPlite luminescence, overnight; stronger effect = lower value; cells stimulated with P. aeruginosa culture filtrate | activity change (cytotoxicity), % at 5 µM | 360,000 compounds, 0.36% hits | AID 602141, 2011;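 active = corrected activity change at or below -50% at 5 µM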
Shn3 3UTR inh: reduction of Shn3 3'UTR firefly luciferase signal, primary screen, Schnurri-3 inhibitor project, cell-based, Clone20 osteoblasts, set 2 | Clone20 osteoblast Shn3 3'UTR firefly luciferase, 24 h | inhibition, % at 12.5 µM | 360,000 compounds, 0.52% hits;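 active = mean inhibition of at least 75% with every replicate also reaching 75%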;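 also: 0% = median of neutral control wells and 100% = pilot-screen positive control compound; some compounds past the cut are filed as inactive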
NR2E3 ag-1: NR2E3 agonists in two-hybrid cells, primary screen, cell-based, luminescence, CHO-S, Gal4-NCOR/VP16-NR2E3; luciferase; 360,000 compounds, 0.35% hits; AID 602229, 2012; Photoreceptor-specific nuclear receptor (Homo sapiens), Q9Y5X4; inhibition of corepressor binding, % at 3.98 µM;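 active = inhibition above the mean of all tested compounds plus 3 SD, cut at about 70% in these data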;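 also: 0% = DMSO with NR2E3 transfected cells and 100% = cells lacking NR2E3 construct; higher means lower luciferase signal from less NR2E3 corepressor binding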
Target sequence (Q9Y5X4 whole entry, looked up, the tested form may be a part): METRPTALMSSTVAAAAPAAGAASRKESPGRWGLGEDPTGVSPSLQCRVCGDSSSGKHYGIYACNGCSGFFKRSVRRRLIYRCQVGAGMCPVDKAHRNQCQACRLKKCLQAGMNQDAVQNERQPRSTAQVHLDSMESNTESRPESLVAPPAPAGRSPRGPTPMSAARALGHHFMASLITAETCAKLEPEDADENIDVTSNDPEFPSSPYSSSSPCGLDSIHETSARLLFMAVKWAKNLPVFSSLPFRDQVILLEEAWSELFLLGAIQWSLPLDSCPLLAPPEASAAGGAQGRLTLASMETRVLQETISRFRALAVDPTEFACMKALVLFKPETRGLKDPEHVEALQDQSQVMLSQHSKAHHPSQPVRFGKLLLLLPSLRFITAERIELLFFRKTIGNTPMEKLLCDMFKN
aDG glyco act: activators of alpha-DG glycosylation, primary screen, uHTS, Pro5-aDG cells, AlphaScreen | alpha-DG glycosylation AlphaScreen (IIH6); 0% Pro5, 100% B10-LARGE cell signal | activation, % at 10 µM | 360,000 compounds, 0.22% hits;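 active = activation of at least 8% versus controls, or a plate z-score of at least 8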;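 also: Pro5 are CHO cells carrying HIG-tagged alpha-DG that lacks glycosylation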
TRPM1 prom inh: inhibitors of MITF-dependent TRPM1 promoter reporter, primary screen, cell-based, SK-MEL-5, single point, luciferase. 330,000 compounds, 0.83% hits. inhibition, % at 12.5 µM. AID 488899, 2010. SK-MEL-5 TRPM1 promoter luciferase, 24 h;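 active = mean inhibition across replicates of 60% or more, whatever share of single replicates reaches that level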; also: values of inactives mirror those of a sister screen read the other way
HIF-2a block: HIF-2a reporter inhibitors, primary screen, luminescence, 786-0 RCC cells. inhibition, % at 18.8 µM. 360,000 compounds, 0.72% hits. AID 624352, 2012. 786-0 RCC cells HIF-2a reporter, luciferase luminescence, overnight;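 active = inhibition of the luminescence signal of 40% or more relative to plate controls, in a single-dose primary screen at 18.75 µM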
NR2E3 ag-2: inhibitors of NR2E3-RetCOR corepressor binding, primary screen, NR2E3 agonist project, biochemical, TR-FRET, GST-NR2E3, biotin-RetCOR. Photoreceptor-specific nuclear receptor (Homo sapiens), Q9Y5X4. 1536-well. inhibition of corepressor binding, % at 4.78 µM. 320,000 compounds, 0.12% hits. AID 2300, 2010;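 active = percent inhibition above the cutoff of mean plus 3 SD of all tested compounds, set per screening campaign, cut at about 20% in these data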;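 also: 0% = DMSO wells and 100% = biotin wells as full block of FRET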
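Material: NR2E3–RetCOR corepressor complex | Quantity: 1.35 nM GST-tagged NR2E3 final | Schedule: 5 h at 4 °C | Replication: Singlicate compound wells | Reagent: RetCOR corepressor, biotinylated, 7 nM | Controls: Biotin wells as high control, 0.6% DMSO wells as low control | Signal: TR-FRET, Eu(K)-anti-GST donor, streptavidin-D2 acceptor, ex 340, em 617/671 nm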
CF NFkB block: inhibitors of PAF-induced NF-kB signaling, primary screen, cell-based, GFP fluorescence, uHTS; KKLEB NF-kB-GFP reporter, GFP fluorescence overnight; inhibition, % at 5 µM; 360,000 compounds, 0.86% hits; AID 588850, 2011;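 active = at least 50% inhibition at 5 µM, scaled per plate between neutral and stimulator controls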;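 also: PAF is a Pseudomonas aeruginosa culture filtrate used as stimulus; plate controls were PAF-stimulated DMSO wells for no effect and unstimulated DMSO wells for full effect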
iPSC survival up: enhancers of single-cell hiPSC survival, primary screen, ATPlite luminescence; 360,000 compounds, 0.044% hits; AID 602274, 2012; 100% = ROCK inhibitor wells, 0% = DMSO; survival enhancement, % at 20 µM; in the data active = survival enhancement above about 18%;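 also: cells exposed to compounds for 16 hours before the ATP read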
TWEAK-Fn14 inh: inhibitors of TWEAK-Fn14 signaling, primary screen, luciferase reporter cells, uHTS. AID 1159606, 2016. TWEAK-stimulated Fn14 reporter cells, luciferase luminescence, 8 h. inhibition, % at 10 µM. 360,000 compounds, 2% hits; in the data active = inhibition above about 50%
An asterisk follows results filed as active; · = no result given. Hits appear at their usual frequency; any-hit rate near 4.4%.

Values run as follows: NR2E3 ag-2 | iPSC survival up | Peg3 promoter | TRPM1 prom inh | TWEAK-Fn14 inh | HIF-2a block | aDG glyco act | NR2E3 ag-1 | Shn3 3UTR inh | CF NFkB block | KKLEB cytotox
CCCN1C(=O)C2(SC(NC(C)=O)=NN2C(C)=O)c2cc(C)ccc21 (stereo not drawn)
→ 1 | -0.5 | 14 | 7 | 11 | 15 | -0.1 | 4 | -22 | 6 | 0
OC(CNCC1CCCO1)Cn1c2ccc(Cl)cc2c2cc(Cl)ccc21 (stereo not drawn)
→ 5 | -2.7 | 106* | -59 | 3 | 18 | -0.5 | 18 | -16 | 25 | -30
Cc1ccc(-c2nnc(SCC(=O)N/N=C/c3ccc(C)s3)n2-c2ccc(C)cc2)cc1
→ 4 | -1.3 | 33 | -14 | 23 | 1 | -0.1 | -3 | -22 | -21 | -1
O=c1[nH][nH]c(-c2ccccc2O)c1C(C[N+](=O)[O-])c1ccccc1 (stereo not drawn)
→ -1 | 0.2 | 26 | 14 | 9 | 6 | 1.1 | -32 | -11 | 17 | -4
Cc1ccc(C(=O)NC2CCN(C(=O)Nc3ccccc3Cl)CC2)cc1
→ 3 | 0.2 | -2 | 3 | -3 | 10 | 0.0 | -5 | -6 | -1 | 3
C[C@H]1CN([C@@H](C)CO)C(=O)CCCn2nncc2CO[C@@H]1CN(C)C(=O)NC1CCCCC1
→ · | 2.6 | 2 | · | 1 | 10 | -0.1 | -4 | -21 | -21 | 3
CC1(C)CC(=O)C(C(C2=C(O)CC(C)(C)CC2=O)c2ccco2)C(=O)C1 (stereo not drawn)
→ -2 | -1.5 | 2 | 10 | 1 | 14 | -0.1 | -19 | -33 | 8 | 0
Cc1ccc(S(=O)(=O)N[C@H](C(=O)OCn2nnc3ccccc3c2=O)C(C)C)cc1
→ 2 | -0.5 | 3 | 12 | 20 | 10 | 0.1 | -1 | 12 | -10 | -2
COC(=O)c1sccc1NC(=O)c1ccncc1
→ 2 | -2.5 | -3 | -15 | 2 | 10 | 0.0 | -6 | -16 | 4 | -21
Cc1c(CNCCc2ccc(Cl)cc2)c(C(=O)O)c(C)n1Cc1ccccc1
→ 0 | 2.5 | -7 | 12 | 15 | 8 | -0.2 | -7 | 8 | 4 | -13
Cc1ccc(-c2cc(C(=O)N3CCCC3)no2)cc1
→ 2 | -3.5 | -15 | 9 | 83* | 11 | 0.3 | -85 | 43 | -26 | -22
COc1ccccc1CNC(=O)C(NC(=O)c1ccccc1C)C(C)C (stereo not drawn)
→ 2 | -0.6 | 1 | -3 | 14 | 4 | 0.2 | -7 | 1 | 2 | 1
Cc1ccc2c(CC(=O)N3CCN(S(=O)(=O)c4ccccc4)CC3)coc2c1
→ · | -0.2 | 7 | 12 | 6 | -2 | -0.1 | -9 | -19 | 8 | 12
COc1ccc(OC)c(NC(=O)C2CC2c2ccccc2)c1 (stereo not drawn)
→ 1 | -0.6 | -36 | 9 | -20 | 2 | -0.1 | 3 | 6 | 1 | -1
COc1ccc(C(=O)C(C)OC(=O)c2cccc(S(=O)(=O)Nc3c(C)n(C)n(-c4ccccc4)c3=O)c2)cc1 (stereo not drawn)
→ · | 0.3 | -7 | 1 | 27 | 12 | 0.3 | -21 | 23 | 13 | -5
COc1ccc2nc(SCC(=O)Nc3ccc4c(c3)OCCO4)[nH]c2c1
→ 0 | -1.8 | -4 | 7 | 89* | 8 | 0.0 | 6 | 10 | -12 | -16
C=CCOc1ccc(C=Nc2ccc(OC)cc2)c(O)c1
→ 1 | -1.3 | 2 | 0 | 23 | 16 | -0.2 | -24 | 15 | -8 | -1
O=C(Cc1ccccc1Cl)Nc1cccc(S(=O)(=O)N2CCCCCC2)c1
→ 2 | 1.8 | 15 | 17 | 9 | 4 | 0.6 | -30 | -11 | -2 | 2
Cc1cc(-c2ccccc2)c(C#N)c(=S)[nH]1
→ 1 | 1.4 | 10 | 3 | 0 | 12 | -0.4 | -1 | 12 | -20 | 17
COc1cc(S(=O)(=O)N2CCCN(C)CC2)ccc1NC(C)=O
→ 0 | -0.1 | -30 | -2 | -13 | 0 | -0.1 | -17 | 8 | -1 | -9
Cc1ccc(C(=O)Nc2ccc3c(c2)ncn3C)cc1
→ -2 | -4.2 | -240 | -62 | 32 | -187 | 0.1 | -118 | -43 | 0 | 0
CCN(C(=O)COC(=O)c1ccc(N2C(=O)c3ccccc3C2=O)cc1)C1CCS(=O)(=O)C1 (stereo not drawn)
→ 4 | 3.7 | -4 | 1 | 17 | 21 | 0.1 | -11 | 4 | -8 | -2
CCOc1ccc(S(=O)(=O)NCCC(=O)Nc2ccncc2)cc1
→ 0 | -0.5 | 1 | -16 | 15 | 3 | 0.1 | 34 | 8 | -9 | -12
CC(=O)c1cccc(NC(=O)NCCS(C)=O)c1 (stereo not drawn)
→ 0 | 1.0 | 0 | 1 | 1 | -5 | 0.1 | -27 | 2 | 6 | 1
COc1cc(NC(=O)c2ccc(-c3csc(C)n3)cc2)c(OC)cc1Cl
→ 0 | -0.7 | -5 | 0 | -13 | -31 | -0.2 | -27 | -5 | -32 | -5
COc1ccc(C(=O)NC(=S)Nc2nc(-c3ccc(OC)c(Br)c3)cs2)cc1Br
→ -2 | 0.3 | -43 | 5 | -19 | -7 | -0.4 | 11 | -10 | 1 | -8
CNC(=S)Nc1sc2c(c1C(=O)OC)CCC2
→ 4 | 0.9 | -6 | -7 | -15 | 13 | -0.3 | -13 | 5 | 2 | 4
O=C(NC1(C(F)(F)F)NC(=O)N(Cc2cccnc2)C1=O)c1cccs1 (stereo not drawn)
→ -2 | 1.1 | 16 | -3 | -11 | 11 | -0.3 | -28 | -18 | 3 | 0
CCNc1nc(SC(C)C(=O)Nc2ccccc2)nc(N(C)C)n1 (stereo not drawn)
→ 5 | -0.5 | 38 | 12 | 1 | 17 | 0.0 | -40 | -9 | 8 | 3
O=C(NC(=S)N1CCCCC1CO)C12CC3CC(CC(C3)C1)C2 (stereo not drawn)
→ -1 | -0.5 | 2 | -2 | -2 | 7 | 0.0 | 2 | 14 | 16 | -13

Next section; it opens with the 2 that closed the last part.
Values run as follows: NR2E3 ag-2 | iPSC survival up | Peg3 promoter | TRPM1 prom inh | TWEAK-Fn14 inh | HIF-2a block | aDG glyco act | NR2E3 ag-1 | Shn3 3UTR inh | CF NFkB block | KKLEB cytotox
CCNc1nc(SC(C)C(=O)Nc2ccccc2)nc(N(C)C)n1 (stereo not drawn)
→ 5 | -0.5 | 38 | 12 | 1 | 17 | 0.0 | -40 | -9 | 8 | 3
O=C(NC(=S)N1CCCCC1CO)C12CC3CC(CC(C3)C1)C2 (stereo not drawn)
→ -1 | -0.5 | 2 | -2 | -2 | 7 | 0.0 | 2 | 14 | 16 | -13
CC(=O)Nc1ccc(OCC(O)CN2CCN(Cc3ccccc3)CC2)cc1 (stereo not drawn)
→ 0 | -0.4 | 1 | 11 | 10 | 15 | 0.0 | 8 | -14 | -14 | 3
COc1ccc(-c2nnc(-c3ccc(N(C)C)cc3)o2)cc1
→ 6 | -2.6 | -260 | -67 | -43 | -316 | 0.1 | -83 | -7 | 2 | -4
COc1ccc(C(=O)Nc2ncc3c(n2)CC(C)CC3=O)cc1 (stereo not drawn)
→ 0 | -0.6 | -39 | 4 | 15 | -39 | -0.1 | 0 | -45 | 10 | -19
O=C(c1ccco1)N1CCN(C2c3ccccc3-c3ccccc32)CC1
→ 0 | 0.4 | 30 | -9 | -35 | 30 | 0.0 | 16 | 9 | 23 | -1
O=C1NC(=O)C2(CCC(C(=O)O)C2)N1 (stereo not drawn)
→ -2 | -0.6 | 12 | -2 | -1 | 8 | 0.1 | -1 | -8 | 4 | -5
Cc1nnc(SCC(=O)NC2CCCCC2)n1-c1ccccc1
→ · | 2.6 | 2 | · | -1 | 12 | -0.2 | 19 | 5 | -8 | 10
Nc1nnc(CC(=O)N/N=C/c2ccccc2OCc2ccccc2F)s1
→ -8 | -0.6 | -42 | -19 | 8 | 8 | -0.1 | -28 | -7 | -11 | 6
O=C(NCC1CCCO1)c1cc(S(=O)(=O)N2CCOCC2)ccc1Cl (stereo not drawn)
→ -1 | -0.3 | 1 | 1 | -1 | 6 | 0.2 | -4 | -19 | -38 | 4
COC(=O)CCN1CCC(C(N)=O)CC1
→ 0 | 10 | 1 | 10 | 2 | 14 | 0.1 | 0 | -12 | 3 | 9
CSc1nc(Cc2ccccc2)nc2ccccc12
→ 2 | 1.9 | 0 | -4 | -7 | -6 | 0.0 | -7 | -3 | -2 | 1
CC(NC(=O)CN1C(=O)NC2(CCCCCC2)C1=O)c1ccccc1Cl (stereo not drawn)
→ 0 | 1.2 | 5 | 0 | 20 | 17 | 0.0 | 6 | 15 | 3 | 12
Cc1cc(C(=O)COC(=O)c2ccc([N+](=O)[O-])o2)c(C)n1CC1CCCO1 (stereo not drawn)
→ -2 | -1.1 | 1 | -16 | 16 | -36 | -0.1 | -4 | 0 | 17 | -7
COc1cc(O)cc2occ(-c3ccc(O)cc3)c(=O)c12
→ -1 | -2.8 | -35 | -17 | 2 | -41 | -0.3 | -38 | -1 | -15 | -1
COc1ccccc1CNC(=O)c1c(O)c2cc(OC)c(OC)cc2[nH]c1=O
→ 3 | 0.9 | -10 | 0 | -10 | 7 | 0.0 | 12 | 11 | 7 | 3
CC[C@]12c3[nH]c4ccc(OC)cc4c3CCN1C(=O)C(CC(=O)NC/C=C(\C)CCC=C(C)C)C[C@@H]2C(=O)N1CCN(C(=O)C2CC2)CC1 (stereo partly drawn)
→ · | -2.1 | 9 | -2 | 22 | 4 | 0.0 | 18 | 20 | 14 | 3
COc1ccc(OC)c(CCNC(=O)Cc2ccc(NC(=O)C3=C(C)OCCS3)cc2)c1
→ · | -1.7 | -124 | · | -9 | -93 | 0.4 | -38 | 4 | 0 | -2
CC1CN(CC(=O)Nc2cccc(C(=O)Nc3cccc(C(F)(F)F)c3)c2)CC(C)O1 (stereo not drawn)
→ 3 | 2.4 | 10 | -14 | 21 | -5 | 0.9 | 15 | · | 6 | 1
